ADAM17 inh – ADAM17 inhibitors, primary screen, biochemical, QFRET; inhibition, % at 6.95 µM; recombinant ADAM17, EDANS/DABCYL FRET peptide cleavage; Disintegrin and metalloproteinase domain-containing protein 17 (Homo sapiens), P78536; actives 0.83% (n = 370,000);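 active means inhibition above the mean of compounds lying between control limits plus 3 SD, set per campaign, cut at about 8.5% in these data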;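 further: 0% = DMSO-only wells as the low control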
Target sequence (P78536 215-824 limits assumed): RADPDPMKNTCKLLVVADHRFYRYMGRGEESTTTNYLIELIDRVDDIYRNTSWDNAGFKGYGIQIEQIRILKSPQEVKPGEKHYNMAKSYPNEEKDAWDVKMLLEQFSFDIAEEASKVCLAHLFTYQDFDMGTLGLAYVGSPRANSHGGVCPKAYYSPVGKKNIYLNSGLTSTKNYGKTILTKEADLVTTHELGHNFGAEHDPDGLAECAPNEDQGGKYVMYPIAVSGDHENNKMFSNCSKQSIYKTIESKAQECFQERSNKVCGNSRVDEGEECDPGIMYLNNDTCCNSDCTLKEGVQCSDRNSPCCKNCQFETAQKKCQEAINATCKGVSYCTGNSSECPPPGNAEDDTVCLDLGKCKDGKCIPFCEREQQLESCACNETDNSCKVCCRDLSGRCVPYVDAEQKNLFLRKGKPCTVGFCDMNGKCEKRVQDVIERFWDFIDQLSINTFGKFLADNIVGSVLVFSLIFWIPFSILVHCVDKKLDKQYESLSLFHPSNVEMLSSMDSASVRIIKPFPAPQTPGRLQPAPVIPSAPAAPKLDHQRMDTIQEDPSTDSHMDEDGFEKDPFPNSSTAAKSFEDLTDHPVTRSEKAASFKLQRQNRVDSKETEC
ARFGAP1 inh – inhibitors of rat ARFGAP1 GAP activity, primary screen, biochemical, fluorescence polarization, GDP tracer; ADP-ribosylation factor GTPase-activating protein 1 (Rattus norvegicus), Q62848; Arfgap1-stimulated ARF1 GTP hydrolysis, GDP FP detection; inhibition, % at 16.5 µM; actives 0.26% (n = 360,000); AID 651572, 2012;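 active means inhibition above a per-plate limit, mean inhibition of low control wells plus 3 SD, cut at about 25% in these data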;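 further: 0% = DMSO wells with enzyme and 100% = wells lacking Arfgap1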
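Material: truncated rat Arfgap1 GAP domain; Incubation: compound-enzyme preincubation 20 min, reaction 120 min, detection 60 min, 25 °C; Read-out: percent inhibition of Arfgap1-stimulated GTP hydrolysis; Technique: FP, GDP Alexa 633 tracer displaced from anti-GDP antibody, 620/688 nm; Controls: No-Arfgap1 wells (100%) versus DMSO full-reaction wells (0%); Replication: single well per compound.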
PLCg1 inh – PLC-gamma1 enzyme inhibitors, primary screen, biochemical, fluorescence, purified enzyme; 1-phosphatidylinositol 4,5-bisphosphate phosphodiesterase gamma-1 (Homo sapiens), P19174; fluorogenic substrate; inhibition, % at 12.2 µM; actives 0.84% (n = 370,000); in the data active means inhibition above about 9.5%
ADAM10 inh – human ADAM10 inhibitors, primary screen, biochemical, QFRET, HTS; Disintegrin and metalloproteinase domain-containing protein 10 (Homo sapiens), O14672; recombinant ADAM10, EDANS/DABCYL FRET peptide cleavage, 3 h; inhibition, % at 7 µM; actives 0.62% (n = 370,000);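 active means inhibition above a per-campaign cutoff equal to the mean of compounds falling between control-based bounds plus 3 SD, cut at about 20% in these data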;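 further: 0% = DMSO wells while the 100% control is not disclosed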
ASAP1 inh – inhibitors of human ASAP1 ArfGAP activity, primary screen, biochemical, fluorescence polarization; inhibition, % at 16.5 µM; ASAP1-stimulated ARF1 GTP hydrolysis, GDP FP detection; Arf-GAP with SH3 domain, ANK repeat and PH domain-containing protein 1 (Homo sapiens), …; actives 0.19% (n = 360,000); in the data active means inhibition above about 25%;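 further: 0% = vehicle with enzyme and substrate and 100% = no enzyme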
proKLK7 act – proKLK7 zymogen activators, primary screen, biochemical, fluorescence intensity. purified proKLK7, EDANS-DABCYL substrate fluorescence; 100% is mature enzyme control, 0% vehicle. actives 0.9% (n = 370,000). AID 652039, 2013. activation, % at 7 µM. Kallikrein-7 (Homo sapiens), P49862;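 active means activation above the mean of all tested compounds plus 3 SD, computed per campaign excluding outliers beyond control limits, cut at about 13% in these data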
TDP2 inh – human TDP2 enzyme inhibitors, primary screen, biochemical, epi absorbance, recombinant enzyme; Tyrosyl-DNA phosphodiesterase 2 (Homo sapiens), O95551; T5PNP hydrolysis, p-nitrophenol absorbance 415 nm; inhibition, % at 12.8 µM; actives 0.34% (n = 370,000); AID 720702, 2013;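 active means inhibition above the mean of all tested compounds plus 3 SD, set per campaign, cut at about 25% in these data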;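 further: 0% = DMSO with enzyme and 100% = buffer with substrate but no TDP2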
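Evaluation: % inhibition relative to enzyme-containing and enzyme-free wells. Material: recombinant human TDP2. Benchmarks: enzyme-free and DMSO wells. Timing: enzyme reaction with compound for 2 h at 37 °C. Compound dosing: 12.8 µM only. Measured by: p-Nitrophenol epi absorbance. Reagent: T5PNP substrate at 5 mM, a TopII-DNA adduct mimic. Replication: single well per compound.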
LEDGF integ inh – blockers of LEDGF/p75-dependent integrase strand transfer – biochemical, TR-FRET, high throughput, primary screen. HIV-1 integrase (with human LEDGF/p75). inhibition, % at 3.7 µM. TR-FRET IN-LEDGF/p75 DNA integration, Eu/Cy5. actives 0.64% (n = 370,000);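 active means inhibition above the screen-wide mean plus 3 SD, cut at about 13% in these data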;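 further: signal is the Cy5 over europium emission ratio at 671 and 618 nm; 0% = plate median of compound wells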
Tn6 DDE FP – inhibitors of Tn6 peptide binding to fibrin DD(E), primary screen, biochemical, fluorescence polarization, human fibrin, Tn6 probe | inhibition, % at 8.3 µM | actives 0.21% (n = 370,000) | Fibrinogen beta chain (Homo sapiens), P02675 | Fibrin DD(E) TRITC-Tn6 fluorescence polarization displacement | AID 720509, 2013;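 active means inhibition above a per-campaign cutoff: mean of compounds within control limits plus 3 SD, cut at about 15% in these data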;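 further: 0% = median of all compound wells on the plate and 100% = blocking peptide control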
Target sequence (P02675 whole entry, looked up): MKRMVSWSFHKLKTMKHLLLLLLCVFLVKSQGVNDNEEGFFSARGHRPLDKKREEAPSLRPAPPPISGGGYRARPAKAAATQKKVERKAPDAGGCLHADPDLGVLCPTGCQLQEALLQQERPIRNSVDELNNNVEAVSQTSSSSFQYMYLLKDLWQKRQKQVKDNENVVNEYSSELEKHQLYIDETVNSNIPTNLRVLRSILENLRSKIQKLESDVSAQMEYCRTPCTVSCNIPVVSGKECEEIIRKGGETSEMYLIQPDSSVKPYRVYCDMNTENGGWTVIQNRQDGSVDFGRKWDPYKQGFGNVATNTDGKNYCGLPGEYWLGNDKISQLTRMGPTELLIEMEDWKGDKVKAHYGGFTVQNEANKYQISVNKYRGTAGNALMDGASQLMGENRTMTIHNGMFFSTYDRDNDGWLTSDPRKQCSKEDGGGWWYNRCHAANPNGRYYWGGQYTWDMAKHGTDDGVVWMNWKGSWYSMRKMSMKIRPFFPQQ
DDE Tn7 FP inh – inhibitors of Tn7 peptide binding to fibrin DD(E), primary screen, biochemical, fluorescence polarization, human fibrin, Tn7 probe; inhibition, % at 8.3 µM; Fibrinogen beta chain (Homo sapiens), P02675; FP displacement of FITC-Tn7 peptide from fibrin DD(E); 0% = median of compound wells per plate; actives 0.13% (n = 370,000);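 active means inhibition above the mean of compounds falling within the control limits plus 3 SD of them, cut at about 14% in these data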;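 further: 0% = plate median of compound wells and 100% = 10 µM Aha-Tn7 peptide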
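Assay system: Human fibrin DD(E) protein | Medium: Tris buffer with calcium and detergent, pH 7.8 | Reagent: 0.1 µM fluorescent Tn7 | Compound dosing: Single point at 8.3 µM | Times: 10 min preincubation, 3 h with tracer, room temperature | Detection: Fluorescence polarization of the labelled Tn7 tracer | Controls: Aha-Tn7 high control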
* hit, by the source's call; . = not tested or not shown.

Start of the listing, in advance:
SMILES	ADAM17 inh	ARFGAP1 inh	PLCg1 inh	ADAM10 inh	ASAP1 inh	proKLK7 act	TDP2 inh	LEDGF integ inh	Tn6 DDE FP	DDE Tn7 FP inh
COc1ccc(N2CCN(C(CNC(=O)C(=O)NCC(OC)OC)c3ccco3)CC2)cc1 (configuration not stated)	-5	-5	4	3	8	0.1	1	-3	2	5
CCn1c(SCC(=O)N(C)CC(=O)Nc2ccc(F)c(F)c2F)nnc1-c1ccco1	-1	-1	1	-12	4	0.3	-5	2	-5	-3

This part in full, from the start:
SMILES	ADAM17 inh	ARFGAP1 inh	PLCg1 inh	ADAM10 inh	ASAP1 inh	proKLK7 act	TDP2 inh	LEDGF integ inh	Tn6 DDE FP	DDE Tn7 FP inh
COc1ccc(N2CCN(C(CNC(=O)C(=O)NCC(OC)OC)c3ccco3)CC2)cc1 (configuration not stated)	-5	-5	4	3	8	0.1	1	-3	2	5
CCn1c(SCC(=O)N(C)CC(=O)Nc2ccc(F)c(F)c2F)nnc1-c1ccco1	-1	-1	1	-12	4	0.3	-5	2	-5	-3
CCOC(=O)c1ccc(-n2c(O)c(/C=N/NC(=O)C3COc4ccccc4O3)c3ccccc3c2=O)cc1 (configuration not stated)	10*	5	-175	5	-2	-3.9	-18	-1	-2	-1
Cc1ccc(S(=O)(=O)N2CCC3(CC2)OCCO3)s1	-2	-2	6	0	-7	-0.2	-3	1	-5	0
CC(=O)c1ccc(OCCCC(=O)Nc2cc(Cl)ccc2-n2cncn2)cc1	3	-4	6	14	-1	0.1	-26	2	-5	0
O=C(/C(=C\c1ccccc1)c1nc2ccccc2[nH]1)c1ccc(Cl)cc1	-5	0	-35	3	11	-2.4	-17	-1	-10	0
Cc1cc(C(=O)CSc2nnc(-c3ccc(F)cc3)o2)c(C)n1CC1CCCO1 (configuration not stated)	-4	1	1	-12	10	0.8	5	2	-1	-1
CCOC(=O)C(=C1Nc2ccccc2N1)n1c(-c2ccco2)nc2ccccc21	-21	2	-51	-69	9	-1.2	1	3	-2	0
COC(=O)c1ccccc1NC(=O)CSc1nnc(-c2ccoc2C)n1C	-5	-1	5	-6	-11	-0.4	5	0	6	3
CSCC[C@H](NC(=O)Nc1ccc(OC(F)(F)F)cc1)C(=O)O	1	-16	0	-3	-4	-0.1	-8	0	2	9
COc1ccc(-n2cc(COC(=O)NCCc3ccccc3)nn2)cc1	-3	.	-2	-1	.	-0.3	7	2	2	-2
Cc1cccn2cc(CCNC(=O)Cc3cccs3)nc12	-6	3	-3	-3	1	0.0	-3	-7	-3	-1
COc1ccc(N2CCN(C(=O)CNC(=O)c3ccc(C(C)(C)C)cc3)CC2)cc1	1	2	4	11	8	0.1	6	1	-5	-3
CC1(C(=O)NC2CCN(Cc3ccccc3)CC2)CCN1CCc1ccccc1 (configuration not stated)	2	-12	5	-7	-16	-0.3	-16	-3	1	-4
CC(=O)N1CCN(CC(=O)Nc2c(Cl)cc(Cl)cc2Cl)CC1	5	6	5	8	4	0.3	-5	-6	3	-2
Cc1ccc(S(=O)(=O)NC(C)C(=O)NC2CC2)cc1 (configuration not stated)	-1	0	4	-2	13	-0.1	1	-2	-6	4
CC1(C)CC(NC(=O)c2cc([N+](=O)[O-])cc([N+](=O)[O-])c2)CC(C)(C)N1	-3	11	0	-5	3	-0.8	2	-3	-1	5
CC(=O)c1ccc(N2CCN(C(=O)c3cccs3)C(C)C2)c(F)c1 (configuration not stated)	-3	-18	-4	-5	10	-0.1	-5	2	-3	1
CC(=O)N1CCc2c(sc(NC(=O)Cc3ccc(F)cc3)c2C#N)C1	-4	-12	1	-7	-3	-0.2	5	-1	1	-4
O=C(c1ccccc1NS(=O)(=O)c1cccc([N+](=O)[O-])c1)N1CCCC1	-1	-1	-3	-4	-9	-0.2	-15	1	11	3
CC1CCCC(C)N1NC(=O)c1cccc(S(=O)(=O)N2CCc3ccccc32)c1 (configuration not stated)	1	-2	0	5	-6	-0.1	8	4	-6	5
N#Cc1ccc(NC(=O)COc2ccc(-n3cnnn3)cc2)cc1	-4	-14	1	-6	-18	-0.3	11	-2	2	-1
Cc1cc(C)c2cc(C#N)c(SCC(=O)NCC3CCCO3)nc2c1 (configuration not stated)	-2	3	-3	1	9	-0.1	-5	-3	11	-2
O=C(Nc1ccnn1C1CCN(C(=O)c2cnsn2)CC1)c1cccc(F)c1	4	8	6	-8	15	-0.2	-13	-2	-3	-2
Cc1ccc(NC(=O)Nc2ccc(F)cc2)cc1Cl	-2	0	0	3	-5	-0.3	8	-2	-6	5
Cc1ccccc1NC(=S)NCc1cccn1C	-1	1	-22	-6	3	0.6	-10	2	6	-4
O=C(NCC1CCCO1)c1cccc(N2C(=O)C3C4C=CC(C4)C3C2=O)c1 (configuration not stated)	0	3	5	5	6	0.5	-11	-1	2	-9
CCN1CC2=C(OC(N)=C(C#N)C2c2cccs2)/C(=C\c2cccs2)C1 (configuration not stated)	-5	-12	-38	-14	-8	-0.1	-7	-1	2	-10
CCOc1cc2c(cc1OCC)C(c1ccc(O)c(OC)c1)NCC2 (configuration not stated)	-1	2	2	9	-4	1.1	6	0	0	3
O=c1c2ccccc2nc(-c2ccccc2)n1CCCn1ccnc1	-4	1	0	2	2	-0.3	4	-3	4	12
O=C(NCc1nc2ccccc2[nH]1)c1ccccc1F	-3	-4	-1	-4	-10	0.7	-2	-3	6	3
COc1ccc(-c2[nH]ncc2C=O)cc1OC	-2	-4	-3	5	13	-0.1	-12	-3	3	2
COC(=O)C(NC(=O)c1ccc(F)cc1)(Nc1nc(C)cs1)C(F)(F)F (configuration not stated)	-3	-1	1	2	-1	-0.3	11	0	-5	5
CC1=C(C(=O)OCc2ccc([N+](=O)[O-])cc2)N2C(=O)C(NC(=O)Cc3ccccc3)C2SC1 (configuration not stated)	-3	18	24*	8	15	-0.2	-11	4	0	5
Cc1ccccc1Oc1ccc2c(c1)[C@@H]1C[C@H](N(C)C(=S)Nc3ccc(F)cc3)[C@H]([C@H](C)O)C(=O)N1CC2	-1	10	-4	-10	5	0.1	4	1	5	-2
Cc1cc(C(=O)O)cc(Br)c1N	1	11	8	9	-1	-0.4	-18	2	8	1
COc1ccc(N2CC(NS(=O)(=O)c3cccnc3)CC2=O)cc1 (configuration not stated)	1	-9	3	-5	-19	-0.3	-4	0	-3	7
CCc1ccc(NC(=O)Nc2ccsc2C(=O)OC)cc1	6	6	-7	5	9	-0.3	3	-1	4	-1
CCOC(=O)c1c(C)[nH]c(C(=O)OCc2nc3ccsc3c(=O)[nH]2)c1C	-10	-8	-22	-25	12	-0.5	2	1	-8	-4
Cc1ccc(-c2nn(-c3ccccc3)cc2C(=O)N2CCN(c3ccccn3)CC2)cc1	3	12	3	2	-3	0.5	-12	1	2	-2
Cc1cc(C2C(C#N)=C(N)OC3=C2C(=O)CCC3)c(C)s1 (configuration not stated)	-1	10	-2	5	10	-0.6	1	-1	0	-1
Cc1ccc(CNC(=O)/C=C/c2ccc(S(=O)(=O)NCc3ccco3)cc2)cc1	2	-4	1	2	1	0.7	9	-2	3	9
CCN1CCN(C(=O)c2cc(-c3cccnc3)nc3ccc(Br)cc23)CC1	-4	-6	-2	2	10	-0.4	15	-5	-4	2
Cc1ccc(C(C)C)c(OCC(=O)NN2C(=O)c3ccccc3C2=O)c1	3	-6	-4	4	8	0.2	-1	3	4	-1
CCN(C1CCS(=O)(=O)C1)S(=O)(=O)c1ccc(Cl)s1 (configuration not stated)	1	4	0	-9	-2	0.3	5	1	-2	3
COc1cccc(CNC(=O)[C@H]2CCCN2C(=O)[C@H]2CCCN2C(=O)OC(C)(C)C)c1	0	18	-2	0	4	-0.2	3	2	-5	0
COc1ccc(-n2nc(C(=O)NCC(=O)N3CCCCCC3)c3ccccc3c2=O)cc1OC	0	3	-24	0	-8	0.8	5	2	4	-5
COC(C[C@H](O)C[C@H](O)[C@@H](C)OCc1ccccc1)OC	-4	5	1	3	2	0.1	4	0	7	-1
COC(=O)[C@]12CCCCC=C1N(Cc1ccc(Cl)cc1Cl)C(=O)[C@H](CC(=O)NCc1ccccc1)C2	3	-4	2	0	14	-0.3	3	-5	-3	0
OC1COC(OCc2ccccc2)C(O)C1O (configuration not stated)	1	0	1	9	-8	-0.1	2	-5	-2	4
CCC(C)N(C(=O)c1csnn1)C(C(=O)NC1CCCC1)c1ccc(F)cc1 (configuration not stated)	0	2	-2	2	-4	-0.3	-12	-2	7	1
CCC(=O)N1CCc2cc(S(=O)(=O)NCCCN(CC)Cc3ccccc3)ccc21	-2	-3	-3	-1	-4	0.3	2	1	3	3
CC(C)CC1Nc2ncnc(N3CCN(c4ccccc4)CC3)c2N(Cc2ccc(Br)cc2)C1=O (configuration not stated)	2	-3	-1	-4	4	-1.2	-10	0	-3	-2
Cc1nc(NN)nc(NCc2ccccc2)n1	3	-6	2	10	-7	0.3	-20	6	1	9
CC1CCCC(C)N1C(=O)COC(=O)CNC(=O)c1sc2ccccc2c1Cl (configuration not stated)	2	5	3	-7	-1	-0.2	-11	-8	-4	-6
CC1Cc2ccccc2N1CC(=O)c1c(N)n(Cc2ccccc2)c(=O)n(C)c1=O (configuration not stated)	0	-9	2	-2	10	-0.4	-9	-7	-4	5
